Compound activity from PubChem.
Rhodamine autofl: rhodamine region autofluorescence. Rhodamine-region fluorescence, 547/598 nm, Tris buffer; stronger effect = higher value. max dye-equivalent concentration, M. hit rate 0.05% among 59,000. AID 594; in the data active = max dye-equivalent concentration above about 11 nM; inconclusive = between about 1.1 nM and that limit
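A six-point rhodamine series on each plate calibrates the signal. Compounds sit in 100 mM Tris (pH 8.0) for 15 min at ambient temperature before imaging through 547 nm/598 nm filters.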
FLuc inh: blocks Photinus pyralis firefly luciferase activity. hit rate 2.2% among 72,000. purified firefly luciferase, luminescence, 8 min. Potency, µM (doses to about 57.1 µM), without a hit: at the highest dose activity change, negative = inhibition, hits mostly inhibitors; note: potency is the fitted concentration of half-maximal effect; % is set by controls: 0 for no effect and ±100 for the full control effect; nearly all actives have a fitted effect of over 40% in size
Target sequence (P08659 whole entry, looked up): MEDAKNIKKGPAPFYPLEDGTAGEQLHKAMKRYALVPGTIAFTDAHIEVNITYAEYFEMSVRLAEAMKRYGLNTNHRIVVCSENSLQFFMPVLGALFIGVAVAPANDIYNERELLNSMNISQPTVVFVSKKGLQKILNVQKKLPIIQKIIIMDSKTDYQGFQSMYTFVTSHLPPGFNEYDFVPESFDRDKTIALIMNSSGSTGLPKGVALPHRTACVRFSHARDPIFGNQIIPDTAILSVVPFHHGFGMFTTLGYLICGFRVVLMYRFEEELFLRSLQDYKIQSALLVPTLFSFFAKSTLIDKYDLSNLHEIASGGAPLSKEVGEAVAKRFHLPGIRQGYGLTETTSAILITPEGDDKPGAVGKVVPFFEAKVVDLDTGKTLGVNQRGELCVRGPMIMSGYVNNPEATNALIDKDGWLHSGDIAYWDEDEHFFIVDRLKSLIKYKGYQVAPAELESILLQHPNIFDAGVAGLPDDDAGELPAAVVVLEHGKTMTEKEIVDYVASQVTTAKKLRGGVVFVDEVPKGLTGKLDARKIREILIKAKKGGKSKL
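Luminescence read-out after 8 min at room temperature; enzyme reaction used luciferin plus 10 uM ATP (linear range) in imidazole buffer pH 7.2 with KCl, MgCl2, Tween 20 and BSA. Each sample was run as a titration.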
Tau fil binding: tau filament binding | P10636 | Potency, µM (doses to about 57.1 µM), inactives show at the highest dose activity change, negative = inhibition | AID 596 | recombinant tau filaments, thioflavin S fluorescence, 15 h; filaments grown with octadecylsulfate alongside compound | hit rate 2% among 71,000;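 note: potency is the fitted concentration of half-maximal effect; % is set by controls: 0 for no effect and ±100 for the full control effect; actives lower thioflavin S fluorescence by blocking filaments or displacing dye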
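Recombinant tau protein (human, 1 uM final) plus 30 uM ODS in HEPES pH 7.4 with NaCl, DTT and thioflavine S. Compound present from the start; fluorescence at 510 nm after 15 h, 37 C.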
Texas Red fluor: compound fluoresces in the Texas Red spectral region | hit rate 0.06% among 59,000 | AID 587 | max dye-equivalent concentration, M | Compound fluorescence, Texas Red channel, 547/618 nm; stronger effect = higher value; in the data active = max dye-equivalent concentration above about 10 nM; inconclusive = between about 1.1 nM and that limit
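Texas Red-region profiling: compounds in 100 mM Tris pH 8.0 were read at 547/618 nm after 15 min at room temperature. Intensities were normalized against a six-point Texas Red standard series to give dye-equivalent concentration.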
Casp1 inh: blocks human caspase-1 allosterically or competitively; P29466; Caspase-1 enzyme, Ac-WEHD-AFC fluorogenic rate; Potency, µM (highest dose often 57.5 µM), inactives show top-dose activity change, negative = inhibition, most hits filed as inhibitors; hit rate 0.03% among 75,000;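 note: potency is the fitted concentration of half-maximal effect; plate controls were vehicle for no effect and no substrate for full effect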
A350 autofl: A350 region autofluorescence; Compound autofluorescence, 340/450 nm, Alexa 350 dye-equivalents; stronger effect = higher value; hit rate 11% among 59,000; AID 590; max dye-equivalent concentration, M; in the data active = max dye-equivalent concentration above about 10 nM; inconclusive = mostly about 1.1 nM to 9.6 nM
Caspase-7 inhib: allosteric or competitive inhibitors of human caspase-7. P55210. recombinant caspase-7, Ac-DEVD-AFC fluorescence rate. Potency, µM (doses to about 57.5 µM), for inactives: top-dose activity change, negative = inhibition, usual class: inhibitors. hit rate 0.02% among 75,000; active = well fitted inhibition curve with a large enough effect in the main read-out, with a control signal flat, not every such curve was filed as active; inconclusive = small, poorly fitted or top-dose-only effect, or a change in a side signal; note: potency is the fitted concentration of half-maximal effect; % of control where 0% means no effect
Target sequence (P55210 24-198 limits assumed): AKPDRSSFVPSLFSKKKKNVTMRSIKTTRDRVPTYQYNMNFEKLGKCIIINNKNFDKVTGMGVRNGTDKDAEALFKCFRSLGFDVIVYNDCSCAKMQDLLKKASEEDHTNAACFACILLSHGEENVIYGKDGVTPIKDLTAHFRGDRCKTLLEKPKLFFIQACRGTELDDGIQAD
Target sequence (P55210 207-303 limits assumed): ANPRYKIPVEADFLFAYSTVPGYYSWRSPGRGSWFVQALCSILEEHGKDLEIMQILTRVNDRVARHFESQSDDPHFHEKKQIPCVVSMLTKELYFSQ
Fluorescein fluor: fluorescein region autofluorescence; Compound autofluorescence, 480/540 nm, fluorescein-equivalent; stronger effect = higher value; max fluorescein-equivalent concentration, M; hit rate 0.91% among 59,000; AID 593; in the data active = max fluorescein-equivalent concentration above about 10 nM; inconclusive = between about 1.1 nM and that limit
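Compounds (23 nL) in 100 mM Tris pH 8.0, 15 min at room temperature, then fluorescence read at 480 nm excitation/540 nm emission. Signal converted to fluorescein-equivalent concentration from an on-plate fluorescein standard curve.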
ERK AVP block: inhibitors of vasopressin-stimulated ERK signaling pathway; hit rate 0.99% among 72,000; HEK293-V1b, vasopressin-stimulated pERK AlphaScreen; Potency, µM (series often up to 57.5 µM), for the others: top-dose activity, negative = inhibition, hits mostly inhibitors; note: potency is the fitted concentration of half-maximal effect; % is set by controls: 0 for no effect and ±100 for the full control effect; nearly all actives have a fitted effect of over 55% in size
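Overnight-seeded V1b-HEK293 cells in 1% FBS got compound, then vasopressin (25 nM final, 5 min, 37C), then lysis buffer. AlphaScreen detection of phospho-ERK; activity normalized to basal and full-stimulation controls.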
4-MU autofl: compound fluoresces in the 4-MU spectral region. hit rate 11% among 59,000. max dye-equivalent concentration, M. AID 589. compound autofluorescence, 340/450 nm, 4-MU equivalents; stronger effect = higher value; in the data active = max dye-equivalent concentration above about 10 nM; inconclusive = mostly about 1.1 nM to 9.6 nM
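Compounds in 100 mM Tris, pH 8.0, sat 15 min at room temperature before fluorescence was read at 340 nm excitation/450 nm emission; a per-plate six-point 4-MU standard curve converted signals to dye-equivalent concentration at each compound concentration.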
HEK293 cAMP ctrl: counter-screen for TSHR agonists: cAMP increase in parental HEK293; Potency, µM (top dose mostly 57.1 µM), for the others: at the highest dose activation, hits mostly activators; hit rate 2.5% among 73,000; parental HEK293 CNG cAMP sensor, membrane potential fluorescence; note: potency is the fitted concentration of half-maximal effect; % of control where 0% means no effect; nearly all actives have a fitted effect of over 55% in size
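Parental HEK 293 cells stably expressing a cAMP-gated CNG channel were loaded with membrane potential dye containing 100 uM RO 20-1724 for 60 min. Compound added for 30 min; depolarization read as fluorescence intensity at 590 nm.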
Starred values were filed as active, the others as inactive; i = inactive; ? = inconclusive; / = not tested or not shown; [ ] = remark or other dose. Unless noted, calls come from the whole dose curve; as a rule, active = well fitted curve in the direction sought with a large enough effect; inconclusive = small, poorly fitted or top-dose-only effect, or another doubt; inactive = no such curve, though single readings can be large; an effect the other way counts as inactive or inconclusive.

SMILES | Rhodamine autofl | FLuc inh | Tau fil binding | Texas Red fluor | Casp1 inh | A350 autofl | Caspase-7 inhib | Fluorescein fluor | ERK AVP block | 4-MU autofl | HEK293 cAMP ctrl
COc1cccc(C(c2sc3ncnn3c2O)N2CCc3ccccc3C2)c1 (stereo not given) | / | -5% | 29% | / | 2% | / | -2% | / | / | / | ?
COc1cccc(CNC(=O)C2CCCN(S(C)(=O)=O)C2)c1 (stereo not given) | i | 3% | 2% | ? | -1% | i | 0% | ? | -5% | i | 8%
COc1ccc(C(=N/O)/C(=N/O)c2ccc(OC)cc2)cc1 | / | 1% | -16% | / | -2% | / | -2% | / | -7% | / | 21%
COC(=O)c1ccccc1NC(=O)CSc1nnc(-c2cccc(NC(C)=O)c2)n1C | / | -1% | 5% | / | -2% | / | 0% | / | -1% | / | 16%
COC(=O)C/C=C\[C@@H](C)[C@@H](/C=N\OC[C@@H]1O[C@H](c2ccccc2)C=C[C@@H]1Oc1ccc(OC)cc1)NS(=O)(=O)c1ccc(C)cc1 | / | -2%[11.4 µM] | / | / | 0%[11.5 µM] | / | -1%[11.5 µM] | / | -7%[11.5 µM] | / | 0%[11.4 µM]
CCCCSCCCNC(=O)Nc1cccc(OC)c1 | i | -1% | 2% | i | -1% | i | -2% | i | -19% | i | 11%
CC1(C)CC(=O)C=C(N2CCNCC2)C1 | i | 1% | 6% | i | 0% | ? | -2% | ? | -6% | i | -1%
Cc1cnc(CNc2nc(-c3ccc(C(=O)N(C)C)cc3)nc3ccccc23)cn1 | i | -9%[2.29 µM] | -12% | i | -1% | i | 0% | ? | 1% | i | -2%
CCOC(=O)c1cnc(C(C)(C)C)[nH]c1=O | i | -7% | -1% | i | 0% | i | 1% | i | -8% | i | 1%
CCOc1cc(C#N)c(NC(=O)c2ccnn2C)cc1OCC | / | 5% | -4% | / | -3% | / | 1% | / | / | / | 0%
Cn1nnnc1SCC(=O)Nc1ccccc1-c1ccccc1 | / | 1% | -16% | / | -3% | / | 1% | / | 1% | / | 8%[11.4 µM]
O=C(O)c1ccc2nc(C(F)(F)F)[nH]c2c1 | i | 1% | -6% | ? | 4% | i | -3% | ? | 1% | i | -9%
N#Cc1c2n(c3c(=O)[nH]cnc13)CCCC2 | / | 0% | 12% | / | -1% | / | 1% | / | -9% | / | -5%
CCOC(=O)C1CCCN(C(=O)c2cnn3c(C(F)F)cc(-c4ccc(C)cc4)nc23)C1 (stereo not given) | i | -1% | ? | i | -14% | 3.4e-08M* | -15% | i | -15% | 4e-08M* | 7.9µM*
CC1=C(C(=O)Nc2ccccn2)C(c2ccc(Br)cc2)n2ncnc2N1 (stereo not given) | i | 0% | -4% | i | 0% | i | 0% | ? | -20% | i | 28%
O=c1c[n+](CC[n+]2cc(=O)o[nH]2)[nH]o1 | i | 1%[11.4 µM] | 3%[11.4 µM] | i | -1%[11.5 µM] | i | -2%[11.5 µM] | ? | 5%[11.5 µM] | i | -4%[11.4 µM]
COc1ccc(S(=O)(=O)N2CCCC(C(=O)NCc3ccccn3)C2)cc1Cl (stereo not given) | i | 1% | -6% | i | -1% | i | 1% | i | -22% | i | -2%
Cn1c(=O)n2n(c1=O)[C@H]1[C@H](O)[C@H]3O[C@@H]3/C(=N/OC[C@@H](O)COCc3ccco3)[C@@H]1CC2 | / | 0%[11.4 µM] | / | / | -2%[11.5 µM] | / | 0%[11.5 µM] | / | 8%[11.5 µM] | / | ?
CCCCn1c(N)c(N(CCOC)C(=O)CSc2nc3ccc(C)cc3[nH]2)c(=O)[nH]c1=O | i | -1% | 14% | i | 3% | ? | -1% | ? | -23% | ? | -1%
CC(CC(=O)O)CC1=NS(=O)(=O)c2ccccc2N1 (stereo not given) | i | 4% | 9% | i | 2% | ? | 1% | i | 11% | i | 5%
COc1ccc(C(=O)NCCc2nnc(SCC(=O)Nc3ccccc3)n2C)cc1 | i | -19% | 5% | i | 1% | i | 2% | i | -18% | i | 1%
COc1cccc(Cn2c(=O)c(C)nc3cnc(Nc4cccc(OC)c4)nc32)c1 | i | 0%[11.4 µM] | 30% | i | / | i | ? | i | ? | i | ?
CCOC(=O)C(CC)Sc1nc2c(c(=O)[nH]c(=O)n2C)n1CCc1ccccc1 (stereo not given) | i | 0% | 17% | i | 0% | i | -2% | ? | -29% | i | 33%
O=C(O)[C@@H]1[C@@H]2C[C@H]([C@@H](Br)[C@H]2N2C(=O)CCC2=O)[C@@H]1C(=O)O | i | 2%[11.4 µM] | -3%[11.4 µM] | ? | 0%[11.5 µM] | i | -1%[11.5 µM] | ? | ? | i | 7%[11.4 µM]
CC(=O)N1CCc2cc(S(=O)(=O)CCC(=O)Nc3cccc(F)c3)ccc21 | i | -4% | 10% | i | -2% | ? | -2% | i | -9% | i | 13%
CCCn1c(SCC(=O)c2ccc3c(c2)OCCO3)nnc1C(C)C | i | -3% | 3% | i | 2% | i | 0% | i | -1% | i | 0%
CCOC(=O)CC(NC(=O)c1ccco1)c1ccccc1Cl (stereo not given) | i | 3% | -5% | i | 2% | i | -2% | i | -7% | i | -8%
O=C(CC1Oc2ccccc2NC1=O)NCCCN1CCN(C2CCCCC2)CC1 (stereo not given) | / | 2% | -5% | / | 1% | / | -2% | / | 1% | / | 5%
O=C(CCSc1nnnn1-c1ccccc1)N1CCOCC1 | i | 2% | -3% | i | 0% | i | 1% | i | -22% | i | 4%
O=[n+]1cc(-c2cc3ccccc3o2)n([O-])c2c1CCCC2 | i | 3% | 7% | i | -19% | 5.8e-08M* | -20% | i | -7% | 4.8e-08M* | 19%
CCOCc1nnc(NC(=O)c2cccs2)s1 | i | -2% | -4% | i | -3% | i | -1% | ? | 9% | i | 0%
CCSc1nc2c(c(=O)[nH]c(=O)n2C)n1Cc1ccc(Cl)cc1 | i | -2% | -18% | i | 0% | i | 0% | i | 3% | i | 18%
O=c1cnc2cnc(Oc3ccccc3)nc2n1Cc1ccc(F)cc1 | i | 0%[11.4 µM] | ? | i | -6% | i | -4% | i | -9% | i | ?
Cc1cc2c(c(=O)n1CCN(C)C)C(c1ccccc1Br)C(C#N)=C(N)O2 (stereo not given) | i | -2% | 14% | i | 1% | ? | -3% | i | -19% | ? | 1%
CCOC(=O)C1CCCN(C(=O)CNS(=O)(=O)c2ccc(Br)s2)C1 (stereo not given) | i | -1% | 4% | i | -1% | i | 0% | i | 3% | i | 6%
Cn1c(N)c(C(=O)COC(=O)c2ccco2)c(=O)n(C)c1=O | i | 6% | -6% | i | 1% | ? | 7% | ? | -2% | i | -7%
Cc1cc2nc(-c3ccco3)cc(C(F)(F)F)n2n1 | / | 2% | -18% | / | 0% | / | -5% | / | -19% | / | 8%
CCn1c2ccccc2c2cc(NC(=O)COC(=O)C3CCC(=O)N3)ccc21 (stereo not given) | i | -2% | 6% | i | 2% | ? | -1% | i | -25% | i | -5%
O=c1cc(N2CCN(c3cccc(Cl)c3)CC2)[nH]c(=O)n1C1CCCCC1 | i | 0% | -5% | i | 2% | i | 0% | i | 12% | i | 2%
Cc1ccc(S(=O)(=O)N2CCCN(S(=O)(=O)c3ccc4c(c3)OCCO4)CC2)cc1 | i | -2% | -7% | i | -2% | i | -1% | i | -10% | i | 12%
O=C1C=C[C@@H](O)[C@H]2[C@@H]3C(=O)N(C[C@@H]4CCCO4)C(=O)[C@@H]3CC[C@H]12 | / | 1%[11.4 µM] | / | / | -1%[11.5 µM] | / | 2%[11.5 µM] | / | 33%[activator][11.5 µM] | / | 1%[11.4 µM]
COc1ccccc1S(=O)(=O)Cc1ccc(C(=O)N2CCN(c3ccc(C)cc3)C(C)C2)o1 (stereo not given) | / | 2% | 17% | / | -4% | / | 1% | / | 25µM* | / | -2%
COCCn1c(=S)[nH]c2cc(C(=O)N3CCN(c4ccccc4OC)CC3)ccc2c1=O | i | 1% | 50% | i | -2% | i | -2% | i | -21% | i | 1%
O=C(CN1CCN(C(=O)c2ccco2)CC1)Nc1ccccc1-c1ccccc1 | / | -1% | 12% | / | -10% | / | 0% | / | -11% | / | ?
COc1ccc(Nc2ncnc3c2cnn3Cc2ccccc2)cc1OC | i | -1% | -13% | i | -1% | i | -2% | i | ? | i | -2%
COC(=O)c1[nH]c2ccccc2c1NC(=O)CCN1CCSCC1 | i | 0% | -19% | i | 1% | i | 1% | i | 9% | i | 8%
COC(=O)COc1ccc(S(=O)(=O)Nc2ccc(C(N)=O)cc2)cc1Cl | i | 3% | -5% | i | 1% | i | -1% | ? | -14% | i | 8%
Cc1nnc(Nc2ccc(C(=O)N3CCOCC3)cc2)c2ccccc12 | i | 2% | -13% | i | 0% | i | -1% | ? | 11% | i | 0%
Cc1cc(C)c(C#N)c(SC2CCCCC2=O)n1 (stereo not given) | i | -1% | -7% | i | 1% | i | 1% | i | -13% | i | 11%
COc1ccccc1Nc1nc2ccccc2[nH]1 | i | 13µM* | -21% | i | -1% | i | 0% | i | -10% | i | 1%
O=C(NC1CC1)C1CCCN1S(=O)(=O)c1ccc2ccccc2c1 (stereo not given) | i | 1% | -5% | i | 1% | i | -3% | i | -1% | i | 7%
COc1ccc2c(c1)c(=O)oc1cc(OCC(=O)N3CCC(C)CC3)ccc12 | i | 2% | 29% | i | 1% | 3.6e-07M* | -14% | i | ? | 3.7e-07M* | ?

An excerpt; count on the stated rates, not on these rows.
